# Screening results deposited in PubChem by several laboratories.
# NRP1-CendR mod: modulators of CendR peptide binding to NRP-1, primary screen, biochemical, fluorescence polarization, uHTS; inhibition, % at 25 µM; FAM-RPARPAR peptide binding to NRP-1; 0.85% of 360,000 active;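 active = inhibition or corrected inhibition above about 18%, plus a signal ratio from 0.5 to 1.5, limit read from the data, passing the limit was not always enough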; also: strong numbers were not always called active
# Target sequence (O14786 whole entry, looked up): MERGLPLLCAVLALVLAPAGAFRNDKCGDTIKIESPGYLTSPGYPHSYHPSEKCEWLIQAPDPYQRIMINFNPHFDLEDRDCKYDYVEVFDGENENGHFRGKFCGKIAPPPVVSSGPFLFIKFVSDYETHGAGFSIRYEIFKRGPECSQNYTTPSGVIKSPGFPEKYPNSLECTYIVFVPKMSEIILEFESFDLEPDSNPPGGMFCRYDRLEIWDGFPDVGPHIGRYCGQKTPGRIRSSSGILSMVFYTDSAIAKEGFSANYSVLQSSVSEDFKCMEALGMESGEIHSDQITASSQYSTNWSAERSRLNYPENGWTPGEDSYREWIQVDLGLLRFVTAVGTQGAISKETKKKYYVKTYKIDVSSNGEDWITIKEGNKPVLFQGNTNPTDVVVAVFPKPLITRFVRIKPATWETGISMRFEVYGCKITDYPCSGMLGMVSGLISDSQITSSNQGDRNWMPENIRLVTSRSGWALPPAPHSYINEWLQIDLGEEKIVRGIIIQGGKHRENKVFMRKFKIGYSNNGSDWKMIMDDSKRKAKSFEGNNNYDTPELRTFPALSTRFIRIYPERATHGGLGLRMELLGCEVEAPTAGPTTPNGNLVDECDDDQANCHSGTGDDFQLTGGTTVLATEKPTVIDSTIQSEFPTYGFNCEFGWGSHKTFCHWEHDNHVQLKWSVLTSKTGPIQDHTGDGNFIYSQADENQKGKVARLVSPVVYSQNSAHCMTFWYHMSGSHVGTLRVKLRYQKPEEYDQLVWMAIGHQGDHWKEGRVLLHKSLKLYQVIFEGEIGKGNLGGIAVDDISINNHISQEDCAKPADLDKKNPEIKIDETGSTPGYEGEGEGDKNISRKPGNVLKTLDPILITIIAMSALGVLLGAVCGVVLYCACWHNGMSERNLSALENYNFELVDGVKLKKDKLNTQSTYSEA
# SKN-1 block: suppressors of acrylamide-induced Pgst-4::GFP reporter in worms, primary screen, SKN-1 inhibitor project, whole organism, uHTS, GFP/RFP fluorescence ratio, strain VP596 | C. elegans VP596 Pgst-4::GFP/RFP ratio, 24 h | inhibition, % at 21.8 µM | 0.49% of 360,000 active;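 active = interference check ratio from 0.5 to 1.5 plus GFP to RFP signal ratio inhibition reaching or exceeding a fixed threshold, cut at about 30% in these data, passing the limit was not always enough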; also: some compounds called inactive have numbers as strong as hits
# MLLE-PAM2 inh: inhibitors of PABP1 MLLE–PAM2 peptide binding, primary screen, biochemical, fluorescence polarization, FITC-PAM2, GST-MLLE. Polyadenylate-binding protein 1 (Homo sapiens), P11940. inhibition, % at 20 µM. 0.36% of 360,000 active; in the data active = inhibition above about 35%, passing the limit was not always enough;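 also: plate controls were DMSO wells with GST-MLLE for no effect and wells lacking GST-MLLE protein for full effect; some results filed as inactive read as strong as hits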
# Rin1 Abl inh: inhibitors of Rin1-Abl protein binding, primary screen, biochemical, TR-FRET. Tyrosine-protein kinase ABL1 (Homo sapiens) + Ras and Rab interactor 1 (Homo sapiens), …. inhibition, % at 7.35 µM. 0.4% of 360,000 active; in the data active = inhibition above about 5%, passing the limit was not always enough
# E coli Lon inh: inhibitors of E. coli Lon protease, primary screen, biochemical, fluorescence polarization; purified E. coli Lon protease; P0A9M0; inhibition, % at 7.94 µM; 0.42% of 360,000 active; in the data active = inhibition above about 13%, passing the limit was not always enough;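 also: 0% = enzyme with probe and DMSO and 100% = no enzyme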
# MsrA act: bovine MsrA enzyme activators, primary screen, biochemical, absorbance, HTS. Methionine sulfoxide reductase A (Bos taurus). purified bovine MsrA, absorbance read-out. activation, % at 10.6 µM. 0.3% of 360,000 active. AID 602163, 2012; in the data active = activation above about 7.5%;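 also: 0% = vehicle and 100% = reference activator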
# FAS-TE inh: FAS thioesterase domain inhibitors, primary screen, biochemical, fluorescence intensity, uHTS. inhibition, % at 15 µM. recombinant FAS-TE, OMFH fluorogenic substrate, fluorescence endpoint. 0.67% of 360,000 active. AID 602261, 2012. Fatty acid synthase (Homo sapiens), P49327;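 active = compounds whose normalised, plate-corrected inhibition of enzyme fluorescence in the single-dose primary screen is 50% or more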;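 also: 0% = DMSO with enzyme and 100% = substrate without enzyme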
# MT1-MMP act inh: blockers of MT1-MMP proenzyme processing, primary screen, HT1080 RFP-PRO-GFP cells, GFP/RFP fluorescence | Matrix metalloproteinase-14 (Homo sapiens), P50281 | GFP/RFP ratio fluorescence, overnight; percent of plate control window, DMSO zero | GFP/RFP ratio change, % at 20 µM | 0.061% of 360,000 active;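 active = GFP/RFP ratio change of at least 30% with cell ATP level not reduced by more than half and red fluorescence within 50% of control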; also: strong numbers were not always called active
#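 Read-out: GFP/RFP fluorescence ratio; Test system: RFP-PRO-GFP reporter HT1080 cells; Compound dosing: single-point 20 µM compound, 1% DMSO; Times: overnight compound exposure at 37 °C.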
# Neddyl block: inhibitors of cullin neddylation, primary screen, biochemical, TR-FRET, uHTS, NAE and Ubc12 | 0.58% of 360,000 active | AID 651699, 2012 | calls only at 25 µM | NEDD8-conjugating enzyme Ubc12 (Homo sapiens) + NEDD8-activating enzyme E1 regulatory …; in the data active = inhibition above about 36%
# * = called active by the depositor; i = inactive; . = no result given; + = active, no number; & = joins results of further samples.
compound,NRP1-CendR mod,SKN-1 block,MLLE-PAM2 inh,Rin1 Abl inh,E coli Lon inh,MsrA act,FAS-TE inh,MT1-MMP act inh,Neddyl block
CCOC(=O)c1c(C)[nH]c(C(=O)COC(=O)C2=NNC(=O)CC2)c1C,2.0,-5.6,6.2,-1.3,-7.2,-2.1,-6.7,2.0,i
Cc1noc(/C=C/N(C)C)c1S(=O)(=O)N1CCN(c2ccccc2)CC1,-4.3,-10.8,-11.6,-3.7,-21.9,0.1,14.6,2.0,i
Cn1c(-c2cnn(-c3ccccc3)c2N)n[nH]c1=S,-10.9,-6.8,-14.0,-2.5,-0.8,-4.4,-9.5,0.8,i
Cc1ccc(SCC(=O)NC(=O)c2ccc(S(=O)(=O)N(C)C)cc2)cc1C,2.2,7.8,11.7,-1.0,2.0,-6.6,4.9,4.4,i
O=C(CCc1nc(-c2ccccc2F)no1)NC1CCN(Cc2ccccc2)CC1,14.6,14.3,7.0,2.8,-6.9,-0.8,-0.2,2.3,i
O=c1c2ccccc2nnn1CSc1nnc(-c2cccc(S(=O)(=O)N3CCCCC3)c2)o1,2.1,-0.7,-85.5,0.3,-7.1,-0.5,26.5,-0.9,i
O=C(c1cccc(S(=O)(=O)Nc2ccccc2F)c1)N1CCN(c2ccccc2F)CC1,0.7,11.6,15.8,3.0,-5.4,-4.8,-2.0,-3.4,i
COc1ccc(NC2CC(=O)N(c3cccc(C)c3)C2=O)cc1 (centres undefined),4.2,0.1,17.2,0.0,-2.4,-2.8,-6.5,0.0,i
OC(c1ccccc1)c1nc(-c2cccs2)cs1 (centres undefined),-0.3,2.5,10.1,-1.2,-4.5,2.4,-3.8,0.8,i
COc1ccc(OC)c(NC(=O)COC(=O)CCC2CCCC2)c1,-4.5,8.6,15.3,1.8,-5.0,-3.5,16.1,-1.9,i
Cc1cc(C)c(C)c(OC(=O)c2sc(Cl)nc2C)c1,-1.0,-5.9,-7.4,-1.9,1.7,-11.9,20.8,-1.3,i
OCCC#Cc1ccc(N2C(c3ccsc3)=Cc3ccc(F)cc3C2c2c[nH]c3ccccc23)cc1 (centres undefined),-28.5,10.3,.,.,-5.9,-3.1,12.9,-15.4,i
Cc1ccccc1C(=O)N/N=C1\SCC(=O)N1Cc1ccco1,13.1,-4.2,10.4,1.8,-15.7,-4.5,-4.3,-1.8,i
Cc1ccc(S(=O)(=O)N2CCN(C(=O)CCN3C(=O)c4ccccc4C3=O)CC2)cc1C,-9.3,3.3,-87.2,0.4,-0.4,-5.2,6.2,-6.9,i
Cc1cc(C=C2C(=O)c3ccccc3C2=O)c(C)n1C,-5.9,5.7,2.5,-10.3,3.9,-6.0,-9.1,7.5,i
CCOc1ccc2nc(NCCNC(=O)C(C)(C)C)c(C)cc2c1,13.4,23.1,3.5,2.0,-5.7,2.0,-4.8,4.0,+
C=C1C(C(=O)N2CCOCC2)C1C(=O)N1CCOCC1 (centres undefined),1.7,10.7,8.6,-0.6,-8.1,-1.1,-7.3,-8.1,i
Cc1ccc(SCCC(=O)N2CCC(C(N)=O)CC2)cc1,1.6,7.4,0.0,2.1,-9.3,-8.5,-9.3,5.5,i
COc1cccc(NC(=O)COC(=O)/C=C/c2ccc(Cl)cc2Cl)c1,-12.2,-5.9,7.6,0.4,-14.9,-2.6,6.9,-1.8,i
Cc1ccc(/C(CSc2nccn2-c2ncc(C(F)(F)F)cc2Cl)=N\O)cc1,-0.4,4.1,12.8,-4.1,4.3,1.1,-9.0,-14.9,i
Cc1ccc(C)c(C(=O)COC(=O)Cn2c(C)csc2=O)c1,8.3,-9.7,0.5,-1.2,-11.7,-4.7,8.4,2.1,i
NC(=O)[C@H](Cc1cc2ccccc2s1)NC(=O)[C@@H]1CC2(CC(c3cccc(NC(=O)[C@@H]4CCC(=O)N4)c3)=NO2)CN1C(=O)/C=C/Sc1ccccc1 (some centres undefined),-20.8,-0.5,13.1,1.0,1.6,-3.1,6.7,-4.5,i
COc1cccc(COC(=O)c2sc3nc4n(c(=O)c3c2C)CCC4)c1OC,-18.0,1.7,-15.8,3.7,-1.6,2.9,34.7,-6.0,i
CCOc1ccccc1C1C(C#N)=C(N)Oc2cc(C)n(C)c(=O)c21 (centres undefined),-5.8,-8.3,3.8,6.4,-9.6,-4.3,5.2,4.5,i
CC(C)C(=O)Nc1ccc(NC(=O)c2cccnc2)cn1,10.0,4.8,-7.0,-3.1,-9.8,0.9,-4.0,2.5,i
CCN(CC)c1ccc(/C=N\N2CCN(Cc3ccc(C)cc3)CC2)cc1,7.8,-3.2,27.8,-3.3,7.8,-4.0,15.1,-1.7,i
CCOc1ccc2nc(NCCNC(=O)C3CC3)c(C)cc2c1,-2.4,-14.8,9.4,1.0,-15.3,-6.1,-5.4,2.7,.
COc1ccccc1C(=O)Nc1ccccn1,-4.6,13.6,4.5,0.6,-4.9,12.4*,-3.1,-1.0,i
Cc1cc(/C=N/NC(=O)c2cccc(N(C)C)c2)c(C)n1-c1cc(C(=O)O)cc(C(=O)O)c1,-53.4,-4.3,7.9,1.6,-3.6,-9.3,-2.7,-1.3,+
Cc1ccccc1CS(=O)(=O)Cc1ccc(C(=O)NCCCN2CCOCC2)o1,4.0,0.1,5.5,2.1,4.5,-4.6,-14.2,3.1,i
CCOc1ccc(C(=O)Nc2ccc3c(c2)OCCO3)cc1OC,15.1,9.9,8.9,-0.6,1.5,-1.4,-5.8,8.1,i
Cc1ccc(-n2c(SCC(=O)NC3CCCCC3)nc3c(c2=O)SCC3)cc1,-3.0,-9.7,17.7,-0.7,-5.3,-0.6,4.7,1.5,i

# Retrieved one by one from the list above (2):
compound,NRP1-CendR mod,SKN-1 block,MLLE-PAM2 inh,Rin1 Abl inh,E coli Lon inh,MsrA act,FAS-TE inh,MT1-MMP act inh,Neddyl block
CCN(CC)c1ccc(/C=N\N2CCN(Cc3ccc(C)cc3)CC2)cc1,7.8,-3.2,27.8,-3.3,7.8,-4.0,15.1,-1.7,i
CCOc1ccc(C(=O)Nc2ccc3c(c2)OCCO3)cc1OC,15.1,9.9,8.9,-0.6,1.5,-1.4,-5.8,8.1,i

# Next part:
compound,NRP1-CendR mod,SKN-1 block,MLLE-PAM2 inh,Rin1 Abl inh,E coli Lon inh,MsrA act,FAS-TE inh,MT1-MMP act inh,Neddyl block
CS(=O)(=O)N1CCC(C(=O)Nc2ccc(F)cc2)CC1,5.3,10.1,5.4,1.6,-0.2,-1.8,-1.4,1.6,i
CC(Oc1ccc2oc3ccccc3c2c1)C(=O)NC12CC3CC(CC(C3)C1)C2 (centres undefined),1.3,12.1,1.2,0.1,13.1,-1.9,31.6,-6.2,i
O=C(Nc1cc2c(oc1=O)CCCC2=O)c1ccccc1,-5.5,-9.4,3.8,-1.3,-12.4,-4.3,-6.8,-5.4,i
CN(C)C(=O)CSc1nnc(-c2cnccn2)n1C,-8.0,7.5,4.0,1.3,-7.2,-0.9,-6.8,1.3,i
NCCCSC1=NCCCN1,-4.7,12.2,-5.3,-1.4,-5.7,-1.4,-8.2,-3.1,i
O=C(NCCO)C(O)C(O)C(=O)NCCO (centres undefined),4.0,5.4,0.6,-2.2,-9.2,-1.7,-5.0,2.3,i
COc1ccc(Cn2nnnc2C(c2ccccc2Cl)N2CCC(C(N)=O)CC2)cc1 (centres undefined),2.2,0.6,9.2,-1.6,5.8,-2.2,-3.2,-0.9,i
O=C(Nc1nccs1)c1nc[nH]c1C(=O)NCc1ccccc1,-7.5,1.4,2.3,4.0,5.3,-4.9,-11.5,2.3,i
COc1ccc(OC)c(NC=C2C(=O)OC3(CCCCC3)OC2=O)c1,-8.4,-4.7,-12.0,-4.1,-4.8,-4.9,6.7,-1.7,+
CCCN(c1ccc(C(C)C)cc1)S(=O)(=O)c1c(C)[nH]c(=O)[nH]c1=O,4.3,1.1,-0.7,-2.6,-4.5,-4.0,-2.0,-3.8,i
CCN(CC(=O)Nc1c(F)cccc1F)C(=O)c1cc(S(=O)(=O)N(CC)CC)ccc1N1CCCCC1,10.7,2.0,-18.4,-2.3,-14.9,-0.3,3.6,-7.2,i
CCN(CC)CCOC(=O)c1ccc(N/C=C(/C#N)c2nc(-c3cc4ccccc4oc3=O)cs2)cc1,-6.6,18.4,-32.5,-2.5,-0.1,-3.1,-5.3,-0.4,i
O=[N+]([O-])c1ccc(COc2cccnc2)cc1,17.0,3.1,1.6,-3.5,-3.9,-2.8,0.7,-3.4,i
CC1(C)CC(=O)C(C=NCC2CCNCC2)=C(O)C1,3.2,-17.8,-11.9,0.7,-10.1,-6.0,-4.4,0.0,i
COC(=O)CSc1nc(-c2ccccc2)c2c(c1C#N)CCCC2,-3.7,7.5,-17.7,-1.3,2.8,-1.9,30.0,3.5,i
O=C(Nc1cccc(C(F)(F)F)c1)Nc1ccc2nc([C@@H]3O[C@H](CO)[C@@H](O)[C@H](O)[C@H]3O)[nH]c2c1,-4.2,15.2,4.8,0.5,4.5,-0.4,-0.8,-4.2,i
CC(C)(C)NC(=O)c1cnn(-c2ccccc2)c1NC(=O)c1ccccc1,3.8,5.1,-0.3,4.0,-10.7,0.6,-3.8,4.9,i
C/[N+]([O-])=C\C1C(=O)CC(C)(C)CC1=O,-9.5,0.5,-9.1,-0.3,-3.8,-2.2,-2.1,-0.2,i
Cc1cccc(/C=C2\Sc3ccc(C(=O)N4CCCCC4)cc3N(C)C2=O)c1,8.9,21.1,16.4,-4.3,-0.8,-2.2,19.0,-3.9,i
COc1cc(CN2CCNC(=O)C2CC(=O)N(Cc2nccn2C)C(C)C)cc(OC)c1 (centres undefined),0.2,-3.4,-19.2,-1.3,1.8,-8.7,-11.2,-5.9,i
O=c1nc(NC2CCCC2)ccn1Cc1cccc(Br)c1,8.4,-2.7,1.1,-0.1,-7.5,-15.1,-7.1,3.0,i
Nc1ncnc2c1ncn2[C@@H]1O[C@H](CNCC#Cc2ccccc2)[C@@H](O)[C@H]1O,-16.0,-4.9,-0.6,2.4,-7.7,-0.9,-14.5,-1.2,i
CCCCn1c(SCC(=O)Nc2cc(C)on2)nc2cc(S(N)(=O)=O)ccc21,2.1,1.0,-47.3,-0.1,0.2,-8.5,0.3,-0.1,i
O=C(OCc1nnc(-c2ccccc2)o1)C1CC(=O)N(Cc2ccco2)C1 (centres undefined),-17.7,-6.1,8.3,-1.9,-0.8,-8.6,-4.3,6.5,i
Cc1nc(SCC(=O)Nc2c(C)n(C)n(-c3ccccc3)c2=O)[nH]c(=O)c1C,4.6,14.1,16.1,-0.8,-11.7,-2.5,-8.7,3.8,i
O=C(O)c1ccc(-n2nc(C(F)(F)F)c3c2CCCC3)cc1,-1.0&1.4,-2.0&-17.5,1.1&-3.4,0.1&0.6,-1.1&-12.8,-6.2&-11.2,-6.5&7.8,-2.0&-2.9,i
O=C(Nc1ccc2[nH]ccc2c1)c1ccc(F)cc1,6.6,14.3,-19.9,1.1,-7.7,-2.0,-0.2,3.9,i
Cn1cccc1C(=O)OCC(=O)NCc1ccc2c(c1)OCO2,7.4,21.6,-21.6,1.9,1.0,-0.6,-7.2,-3.1,i
